FEN1 inhibitor: blocks human flap endonuclease 1; P39748; Recombinant FEN1 flap cleavage, fluorescence, 15 min; Potency, µM (top dose mostly 114 µM), without a hit: at the highest dose activity change, negative = inhibition, most hits filed as inhibitors; hit rate 0.35% among 390,000; AID 588795; further: nearly all actives have a fitted effect of over 65% in size
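Enzyme 10 nM, 15 min RT preincubation with compound; start with substrate 50 nM final; reads at 0 and 15 min; qHTS titration, four-parameter Hill fit.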
N370S GC: inhibits or activates N370S mutant glucocerebrosidase; P04062; N370S GC spleen homogenate, 4MU-glucoside fluorescence; Potency, µM (top dose mostly 59.4 µM), for inactives: top-dose activity change, negative = inhibition, hits mostly inhibitors; hit rate 0.092% among 330,000;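 further: 0% = full enzyme activity and -100% = no enzyme basal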
GCN5L2 inh: inhibitors of human GCN5L2 histone acetyltransferase | Q92830 | GCN5L2 HAT assay, ThioGlo1 CoA-SH fluorescence | Potency, µM (titrated, usually from 58.9 µM), without a hit: at the highest dose activity change, negative = inhibition, most hits filed as inhibitors | hit rate 0.21% among 390,000
Target sequence (Q92830 whole entry, looked up): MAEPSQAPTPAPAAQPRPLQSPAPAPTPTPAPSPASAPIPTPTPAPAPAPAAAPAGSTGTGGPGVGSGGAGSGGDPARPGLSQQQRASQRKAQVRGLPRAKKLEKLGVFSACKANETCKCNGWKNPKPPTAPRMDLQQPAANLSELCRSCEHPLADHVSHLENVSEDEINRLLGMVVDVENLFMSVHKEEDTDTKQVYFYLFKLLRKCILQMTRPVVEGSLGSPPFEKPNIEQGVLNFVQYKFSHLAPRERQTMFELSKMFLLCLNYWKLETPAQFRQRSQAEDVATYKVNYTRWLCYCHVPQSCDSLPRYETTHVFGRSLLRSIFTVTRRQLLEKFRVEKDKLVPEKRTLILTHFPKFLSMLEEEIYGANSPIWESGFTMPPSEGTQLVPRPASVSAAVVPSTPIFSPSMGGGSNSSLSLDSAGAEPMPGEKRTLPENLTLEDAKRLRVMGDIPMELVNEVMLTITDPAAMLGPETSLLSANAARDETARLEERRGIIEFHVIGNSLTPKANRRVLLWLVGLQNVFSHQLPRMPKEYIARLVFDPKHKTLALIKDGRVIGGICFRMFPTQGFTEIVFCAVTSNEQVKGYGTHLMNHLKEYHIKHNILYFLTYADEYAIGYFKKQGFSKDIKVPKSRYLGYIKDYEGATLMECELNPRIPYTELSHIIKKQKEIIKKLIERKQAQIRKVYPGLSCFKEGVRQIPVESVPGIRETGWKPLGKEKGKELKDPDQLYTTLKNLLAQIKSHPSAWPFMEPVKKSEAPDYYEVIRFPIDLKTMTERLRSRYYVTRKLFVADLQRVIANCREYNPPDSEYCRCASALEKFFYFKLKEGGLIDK
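Enzyme at 20nM final was mixed with library compounds for 15 min at room temperature. Peptide H3(1-25) at 75uM, acetyl-CoA at 70uM and ThioGlo1 at 50uM were then added. Plates were read immediately and after 20 min (Ex340nm/Em540nm).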
* marks the source's active call; other numbers are inactive results; ? = inconclusive; nt = not tested or not shown; & = joins results of further samples. The call rests on the fitted dose curve; in most records, active means well fitted curve in the direction sought with a large enough effect; inconclusive means small, poorly fitted or top-dose-only effect, or another doubt; inactive means no such curve, though single readings can be large; an effect the other way counts as inactive or inconclusive. Unless noted, on the % scale 0 is the no-effect control and ±100 the full control effect; potency means the concentration at half of the fitted maximal effect.

Values in the order: FEN1 inhibitor, N370S GC, GCN5L2 inh
> CCCC(=O)N(CCc1ccccc1)Cc1nc2ccccc2c(=O)[nH]1
    -3%, -10%, 1%
> Fc1ccc(-c2noc3ncnc(NCCCN4CCN(c5ccccc5)CC4)c23)cc1
    -10%, nt, 1%
> CCN(CC(=O)NCc1ccc(F)cc1)C(=O)/C=C/c1ccc(OC)c(S(=O)(=O)NC(C)C)c1
    15%, -8%, 1%
> COc1ccc(C(=O)NC(CC(=O)O)c2cc([N+](=O)[O-])ccc2Cl)c(SC)c1 (stereo not given)
    0%, -5%, -10%
> COc1cc(OC)c(NC(=O)Cn2cnc3sc(C)c(S(=O)(=O)N4CCOCC4)c3c2=O)cc1Cl
    -11%, -1%, -2%
> COc1cc(NC(=O)CN2C(=O)C(c3ccc(C)cc3)=NC23CCCCC3)cc(OC)c1
    -9%, nt, -12%
> C=CCNc1nc(N(c2ccccc2)c2ccccc2)nc(-n2ccnc2)n1
    5%, 6%, 0%
> CC(C)CC(=O)Nc1ccc(S(=O)(=O)Nc2cc3c(cc2N2CCOCC2)n(C)c(=O)c(=O)n3C)cc1
    -6%, nt, -13%
> CC(C)CC(=O)NCC(c1ccc2c(c1)OCO2)N1CCN(c2ccccc2)CC1 (stereo not given)
    15%, nt, 1%
> O=S(=O)(NCc1ccco1)c1ccc(Cl)cc1Cl
    -12%, 3%, -4%
> CC(C)n1cc(CN2CCC(C(=O)Nc3cccc(-c4cscn4)c3)CC2)cn1
    -11%, -17%, -7%
> Cc1ccc(C)c(N2CCN(C(=O)CCC(=O)Nc3nnc(CC(C)C)s3)CC2)c1
    -1%, 3%, -14%
> O=C(N/N=C/c1cccc(O)c1)c1ccc(-n2cnnn2)cc1
    0%, -6%, -3%
> Cc1cc(NC(=O)CSc2nc3ccccc3c(=O)n2CCCC(=O)NCc2ccccc2)n[nH]1
    -2%, 13%, 0%
> Cc1ccc(OCC(=O)N(Cc2cccc(Cl)c2)C2CCS(=O)(=O)C2)cc1C (stereo not given)
    -8%, -5%, -10%
> Cc1ccc2nc(NC(=O)CSc3cc(C)[nH]c(=O)n3)sc2c1
    -8%, nt, 2%
> COc1ccc(CCNc2ncnc3c2c(C)c(C)n3CCO)cc1OC
    -9%, -2%, 3%
> CCOCCn1c(N2CCN(c3ccccc3)CC2)nc2c1c(=O)[nH]c(=O)n2C
    0%, 7%, -2%
> CCOC(=O)c1c(CN2CCN(C)CC2)oc2ccc(OC)cc12
    -1%, 1%, -1%
> CCN1CCN(c2cc(C)c3cc(NC(=S)N4CCN(c5ccc(F)cc5)CC4)ccc3n2)CC1
    13%, -2%, -7%
> Cc1ccc(S(=O)(=O)N2CCN(CCOc3ccccc3)CC2)cc1
    0%, -4%, -5%
> CC(=O)Nc1cc2nc(C)n(Cc3ccccc3)c2nc1C
    15%, -2%, 1%
> Cc1ccc(Sc2ccc(C(=O)N3CCOCC3)cc2[N+](=O)[O-])cc1
    -6%, -12%, -7%
> Cc1cc(C(=O)COc2ccccc2C(N)=O)c(C)n1CC1CCCO1 (stereo not given)
    0%, 0%, -4%
> CCCOc1ccc(-c2nc(N)n[nH]2)cc1
    -10%, -2%, 16%
> O=C(NCCOc1ccccc1)C1CCCCC1
    -2%, 11%, -12%
> CCCc1ccc(-c2cc(C(=O)NN3CCOCC3)c3ccccc3n2)cc1
    -9%, 2%, 2%
> Cc1cccc(C(=O)O/N=C2/CC3CCC2(C)C3(C)C)c1 (stereo not given)
    8%, -1%, -2%
> CCCCN(CC)CCNC(=O)CNC(=O)Cn1ccc2ccccc2c1=O
    -1%, -2%, 9%
> CCC(NC(=O)c1ccc([N+](=O)[O-])cc1[N+](=O)[O-])c1ccccc1 (stereo not given)
    0%, 8%, 0%

Part of the list above, limited to GCN5L2 inh.
Structure | GCN5L2 inh
CC(=O)Nc1cc2nc(C)n(Cc3ccccc3)c2nc1C | 1%
CCCOc1ccc(-c2nc(N)n[nH]2)cc1 | 16%
CCN1CCN(c2cc(C)c3cc(NC(=S)N4CCN(c5ccc(F)cc5)CC4)ccc3n2)CC1 | -7%
CC(C)CC(=O)NCC(c1ccc2c(c1)OCO2)N1CCN(c2ccccc2)CC1 (stereo not given) | 1%

The list goes on.
Values in the order: FEN1 inhibitor, N370S GC, GCN5L2 inh
> O=c1nc(/C=C/c2cc([N+](=O)[O-])ccc2Cl)cc(C(F)(F)F)[nH]1
    4%, -1%, ?
> Cc1ccc(CNS(=O)(=O)c2ccc3c(c2)NC(=O)CS3)cc1
    4%, 10%, -7%
> Cc1nnc(SCC(=O)NCCN2C(=O)CSC2=O)n1-c1ccccc1
    -9%, -8%, -5%
> N#Cc1cccc(NC(=O)N2CCC3(CC2)CCN(C(=O)c2cccc(F)c2)CC3)c1
    nt, -8%, -7%
> C[C@H](CO)N1C[C@H](C)[C@@H](CN(C)C(=O)Nc2ccc(C(F)(F)F)cc2)Oc2c(NS(=O)(=O)c3ccc(F)cc3)cccc2C1=O
    -15%, nt, -2%
> Cn1c(=O)[nH]c(=O)c2c1nc([N+](=O)[O-])n2Cc1ccccc1
    -23%, 2%, -11%
> O=C(O)c1cc(-c2ccc(/C=C3/SC(=S)N(Cc4ccccc4)C3=O)o2)ccc1Cl
    -15%, 2%, -11%
> O=C(COC(=O)/C=C/c1ccc(F)cc1)Nc1cccc(S(=O)(=O)N2CCCC2)c1
    -19%, 2%, -5%
> Cc1ccc(NC(=O)COC(=O)CCOc2ccccc2C)cc1
    -14%, 22%, 2%
> COc1cccc(Nc2ncc3nc(C)c(=O)n(Cc4cccs4)c3n2)c1
    nt, -16%, ?
> O=C(COC(=O)c1cccnc1Nc1cccc(C(F)(F)F)c1)NC1CCS(=O)(=O)C1 (stereo not given)
    -12%, -12%, -6%
> COc1ccc(CN2CCC(CO)(CCOc3ccccc3)CC2)c(OC)c1C
    0%, -23%, -4%
> Clc1ccc(/C=N/Nc2nnc(Cl)c3ccccc23)cc1
    -3%, 13%, -6%
> COc1ccc(C2C=C(C)Nc3nc(SC)nn32)cc1 (stereo not given)
    -8%, 14%, -10%
> COc1cc(C(C)=O)ccc1OCC(O)CN1CCN(c2ccc(C)cc2C)CC1 (stereo not given)
    -3%, 1%, -3%
> O=c1c2ccccc2oc2nc(-c3ccco3)n(Cc3ccccc3)c(=O)c12
    1%, ?, 0%
> Cc1cccn2c(=O)c3cc(C(=O)NCCN4CCOCC4)c(=N)n(Cc4cccnc4)c3nc12
    13%, -3%, -26%
> CCC(=O)N1CCc2cc(S(=O)(=O)CCC(=O)Nc3ccc(OC)c(OC)c3)ccc21
    16%, 10%, -8%
> O=C(NCCS(=O)(=O)N1CCN(c2ccccc2F)CC1)c1cc(=O)c2ccccc2o1
    18%&-12%, -2%, -7%&0%
> CCOC(=O)Cc1c(C)[nH]n(-c2ccccc2)c1=O
    -14%, -2%, 2%
> CCOC(=O)COc1nc(OC)nc(N2CCOCC2)n1
    0%, 4%, 4%
> Cc1ccc(S(=O)(=O)c2cc3ccccc3oc2=Nc2ccc3c(c2)OCCO3)cc1
    3%, ?, -1%
> Cc1ccc(/C=C/C(=O)OCC(=O)Nc2cccnc2Cl)o1
    -10%, nt, 0%
> C[C@H](CO)N1C[C@H](C)[C@@H](CN(C)C(=O)Nc2ccc(C(F)(F)F)cc2)Oc2c(NC(=O)Nc3ccc4c(c3)OCO4)cccc2C1=O
    -26%, nt, -9%
> COc1ccccc1CNc1cc(-c2cccc(C#N)c2)ncn1
    nt, -4%, -6%
> COc1ccccc1C(=O)O/N=C(\N)c1ccccn1
    2%, -12%, 2%
> Cc1ccc(Cn2nc(C)c(NC(=O)c3cc(-c4ccco4)on3)c2C)cc1
    -1%, 4%, -1%
> COc1ccc(C(=O)N2CCC(c3nc(-c4ccc(S(=O)(=O)N5CCCC5)cc4)no3)CC2)cc1
    13%, nt, 1%
> COc1ccc(/C=C2/SC(=S)N(CC(=O)O)C2=O)cc1OCc1ccc(Cl)cc1
    ?, -4%, ?
> CC1CCN(C(=O)Cn2nnc(-c3cccs3)n2)CC1
    6%, -25%, -13%

Part of the list above, with the structure last:
FEN1 inhibitor	N370S GC	GCN5L2 inh	Structure
13%	nt	1%	COc1ccc(C(=O)N2CCC(c3nc(-c4ccc(S(=O)(=O)N5CCCC5)cc4)no3)CC2)cc1
?	-4%	?	COc1ccc(/C=C2/SC(=S)N(CC(=O)O)C2=O)cc1OCc1ccc(Cl)cc1

The list continues.
smiles	FEN1 inhibitor	N370S GC	GCN5L2 inh
CN(C)C1(CNC(=O)CC(NC(=O)c2ccccc2Cl)c2ccccc2)CCCCC1 (stereo not given)	-3%	-6%	-1%
CN1CCC(=NNC(=O)CSCc2ccccc2)CC1	2%	-4%	-1%
O=C(NCC1COc2ccccc2O1)C1CCC(CNc2c(N3CCCCC3)c(=O)c2=O)CC1 (stereo not given)	20%	-6%	2%
COc1ccc(N2CCN(C(=O)CN3CCSc4ccccc43)CC2)cc1	9%	nt	1%
O=C(CC1CCCC1)Nc1nnc(C2CC2)s1	3%	1%	1%
Cc1ccc(S(=O)(=O)n2[nH]c(=O)cc2N)cc1	13%	-7%	1%
CN(C[C@H](Cc1ccccc1)N(C[C@H](Cc1cccc2ccccc12)N(CCc1ccccc1)N=O)N=O)N=O	-9%	7%	-19%
O=C(CSc1nnc(-c2ccncc2)n1CC1CCCO1)NCc1ccccc1 (stereo not given)	-4%	-5%	-2%
O=C(Nc1ccc2nc3n(c(=O)c2c1)CCCCC3)c1cccc(C(F)(F)F)c1	5%	nt	2%
CCOC(=O)C(CC)Sc1nnc2n1C(C)(C)Cc1ccccc1-2 (stereo not given)	-8%	-13%	-4%

smiles	FEN1 inhibitor	N370S GC	GCN5L2 inh
CC(C)C(OC(=O)c1ccco1)C(=O)NCc1cccs1 (stereo not given)	-6%	3%	-3%
O=c1[nH]c2ccc(NCc3ccc(OCc4ccccc4Cl)cc3)cc2[nH]1	-3%	-8%	-12%
N#Cc1c(-c2ccc(Cl)cc2)c2c([nH]c1=O)-c1ccccc1OC2	-7%	?	-13%
O=c1c(Cc2ccc(F)cc2)c(O)ccn1CCCn1ccnc1	-3%	14%	-8%
COc1ccc2nc(NC(=O)CNS(=O)(=O)c3cccs3)sc2c1	-13%	?	3%
CCOc1ccccc1NC(=O)c1nnn(-c2ccc3c(c2)OCCO3)c1N	13%	-9%	-6%
CC(C)CN(C(=O)c1ccc2c(c1)OCO2)C1CCS(=O)(=O)C1 (stereo not given)	6%	0%	-1%
CCOCCCNC(=O)C(c1ccc(C)cc1)N(Cc1ccc2c(c1)OCO2)C(=O)c1cnccn1 (stereo not given)	-1%	15%	-3%
Cc1ccccc1Oc1nc2c(C)cccn2c(=O)c1/C=C(\C#N)C(=O)NC1CCS(=O)(=O)C1 (stereo not given)	0%	19%	0%
O=C(CN1C(=O)NC2(CCCC2)C1=O)N1CCN(S(=O)(=O)c2ccccc2Br)CC1	18%	-15%	-5%

smiles	FEN1 inhibitor	N370S GC	GCN5L2 inh
Cc1ccc2nc(NC(=O)Cn3cc4c(n3)CCCCC4)sc2c1	-21%	1%	1%
CC(=O)Nc1ccc(C(=O)OCc2ccc(F)cc2Cl)cc1	-9%	4%	-17%
COc1ccccc1CCc1nnc(CCC(=O)NC(C)Cn2nc(C)cc2C)o1 (stereo not given)	-2%	-9%	3%
O=C(CCCN1C(=O)/C(=C/c2ccc(F)cc2)SC1=S)NCCCn1ccnc1	-12%	?	-25%
CC(=O)c1ccc(N2CCN(c3ccc4cc(S(=O)(=O)N5CCCCC5)ccc4n3)CC2)cc1	-2%	nt	-6%
COc1ccc(C(=O)N2CCCC(CO)(Cc3ccccc3C)C2)o1 (stereo not given)	0%	1%	-1%
CCOc1ccc(/C=N/NC(=O)C(OC)c2ccccc2)cc1 (stereo not given)	16%	4%	-5%
CSc1ncccc1C(=O)Nc1ccccc1N1CCOCC1	-3%	nt	-3%
CC(=O)N(CN1C(=O)C2C3C=CC(C3)C2C1=O)c1cccc(Cl)c1 (stereo not given)	1%	13%	28%
COc1ccc(OC)c2c1C(=O)c1ccccc1C2=O	?	5%	-11%

smiles	FEN1 inhibitor	N370S GC	GCN5L2 inh
CCn1cc2nc(SCc3cccc(C)c3)n(CCc3ccccc3)c(=O)c2n1	-3%	nt	-10%
CCN1CCN(c2cc(C)c3cc(NC(=O)CCC(=O)N4CCN(c5ccccc5)CC4)ccc3n2)CC1	-4%	3%	0%
Cc1ccc([N+](=O)[O-])cc1NC(=O)C(Sc1ccccc1)c1ccccc1 (stereo not given)	-21%	9%	-8%
CCOC(=O)CNC(=O)N1CCN(c2nnc(C)c3c(C)n(-c4ccc(Cl)cc4)nc23)CC1	0%	nt	-3%
CN(C)S(=O)(=O)c1ccc(C(=O)Nc2cc(S(=O)(=O)Nc3ccccc3Cl)ccc2N2CCCCC2)cc1	-1%	-7%	-6%
COc1ccc(N=C2S/C(=C\c3ccc(OCC(=O)O)cc3)C(=O)N2CCc2c[nH]c3ccccc23)cc1	-13%	15%	-16%
CS(=O)(=O)CC[C@@H](C(=O)NCCc1ccccc1)N1Cc2ccccc2C1=O	-9%	nt	-8%
O=S(=O)(Nc1ccc2ccccc2c1)c1ccccc1	-5%	4%	-3%
CCCCOc1cccc(C(=O)Nc2ccccc2N2CCCC2)c1	-15%	13%	-28%

High-throughput results: PubChem, National Center for Advancing Translational Sciences (NCATS)

Only part of the results is shown; count on the stated rates, not on these rows.
